CSM14.1 death rescue – protection against thapsigargin-triggered cell killing – 384-well, CSM14.1, ATP luminescence, primary screen (AID 1222) | one-dose cellular ATP content (survival), % at 20 µM; EC50 in µM for titrated hits | CSM14.1 thapsigargin-induced death rescue, ATP luminescence; higher % means a stronger effect | 190,000 tested, under 10 active;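 active = EC50 below 50 µM in the dose-response confirmation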;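 note: death triggered by thapsigargin at about 15 µM added after 2 h compound pretreatment; cell ATP read after overnight thapsigargin exposure of roughly 18 to 22 hours; normalized against plate controls of thapsigargin alone and 5% DMSO vehicle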
SIAH1 antagonists – blockers of Siah-1 interaction with plectin peptide – biochemical, fluorescence polarization, rhodamine-plectin, uHTS, primary screen (AID 1817) | Siah-1 / rhodamine-plectin peptide fluorescence polarization; higher % means a stronger effect | displacement, % at 20 µM, or IC50 in µM where a hit was titrated | 0.02% of 290,000 active;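 active = displacement of at least 50% at 20 µM, with a fluorescence ratio check between 0.3 and a set limit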;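 note: plate controls were Siah plus tracer with DMSO for no effect and tracer alone without Siah for full effect; strong numbers were not always called active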
West Nile virus CPE – inhibition of WNV-induced cytopathic effect – cell-based, CPE readout (AID 1621); 0.02% of 290,000 active; CPE inhibition, % at 10 µM; hits with a dose series show IC50 in µM; West Nile virus-infected cells, CPE inhibition; higher % means a stronger effect; in the data active = a potency from the dose series; note: strong numbers were not always called active
Salmonella PhoP GFP – PhoP-dependent GFP reporter repression – Salmonella Typhimurium, primary screen (AID 1863) | 0.16% of 300,000 active | inhibition, % at 50 µM; hits with a dose series show IC50 in µM | S. Typhimurium PhoP-regulated promoter GFP reporter, 4 h; higher % means a stronger effect;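 active = inhibition over 29.93%, a cutoff 3 SD above the screen mean, later confirmed by dose response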;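 note: 0% = low Mg2+ inducing control and 100% = high Mg2+ repressing control; strong numbers were not always called active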
P. falciparum M1AAP – P. falciparum M1AAP inhibitors, biochemical, fluorogenic H-Leu-NHMec substrate, 1536-well (AID 1445) | recombinant M1AAP, H-Leu-NHMec fluorogenic kinetic assay; higher % means a stronger effect | inhibition, % at 30 µM, or IC50 in µM where a hit was titrated | 0.42% of 220,000 active;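 active = primary inhibition above the hit cutoff, then over 50% inhibition at one or more dose response concentrations, cut at about 23% in these data, passing the limit was not always enough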;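 note: plate controls were DMSO full reaction for no effect and no enzyme background for full effect; strong numbers were not always called active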
XIAP antagonists – small molecules displacing peptide from XIAP – biochemical, IAP family, fluorescence polarization (AID 1018); XIAP BIR domain, fluorescence polarization peptide displacement; higher % means a stronger effect; displacement, % at 20 µM, or IC50 in µM where a hit was titrated; 0.007% of 200,000 active; in the data active = displacement above about 50%; note: a part of the inactive calls stands beside numbers as strong as those of hits
Yfh1-depleted yeast – enhancers of respiration in Yfh1-depleted yeast, dose response, Friedreich's ataxia, plus single-dose screen (AID 1465); 0.074% of 220,000 active; one-dose fold induction at 50 µM; EC50 in µM for titrated hits; S. cerevisiae Yfh1-off respiration, WST-1 reduction, 72 h; higher fold induction means a stronger effect;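 active = fold induction of absorbance versus untreated yeast above a set limit, then at least 30% activation at any dose in follow-up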;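 note: activators that raise dye reduction in frataxin-depleted yeast; strong numbers were not always called active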
human PMI inhibitors – MPI inhibition at elevated mannose 6-phosphate – biochemical, fluorescence intensity, high mannose 6-phosphate, primary screen (AID 1220) | recombinant PMI enzyme, coupled fluorescence intensity; higher % means a stronger effect | one-dose inhibition, % at 20 µM; IC50 in µM for titrated hits | 0.66% of 190,000 active; in the data active = inhibition above about 50%
P. falciparum M17LAP – P. falciparum M17LAP inhibitors, primary screen, biochemical, fluorogenic H-Leu-NHMec substrate, 1536-well (AID 1619) | 0.38% of 220,000 active | recombinant M17LAP, H-Leu-NHMec fluorogenic kinetic assay; higher % means a stronger effect | one-dose inhibition, % at 30 µM; IC50 in µM for titrated hits;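 active = compound inhibiting the enzyme by more than half at any dose during confirmatory dose-response retesting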;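 note: plate controls were full reaction with DMSO carrier for no effect and no enzyme background for full effect; strong numbers were not always called active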
* marks the source's active call; other numbers are inactive results; i = inactive; . = no result given; & = joins results of further samples.

Results follow in this order: P. falciparum M1AAP	XIAP antagonists	Salmonella PhoP GFP	P. falciparum M17LAP	CSM14.1 death rescue	Yfh1-depleted yeast	SIAH1 antagonists	West Nile virus CPE	human PMI inhibitors
Cc1ccc(CNc2ccc(N3C(=O)CC(C)C3=O)cc2[N+](=O)[O-])cc1 (stereo unspecified)
 : 8.6%	-10.9%	-4.5%	-2.8%	-1.3%	i	-0.1%	0.4%	-7.1%
O=C(COc1ccc(Cl)cc1Cl)Nc1ccccc1NS(=O)(=O)c1cccs1
 : -8.5%	3.8%	6.4%	3.0%	-0.4%	i	-7.9%	0.2%	7.0%
Cc1noc2ncnc(N3CCN(c4ccc(F)cc4)CC3)c12
 : 7.5%	-6.1%	8.5%	0.4%	0.0%	i	1.3%	-1.6%	1.7%
O=C(CS(=O)(=O)c1ccccc1)Nc1nc(-c2ccc(F)cc2)cs1
 : -3.5%	0.6%	2.3%	8.2%	0.7%	i	6.6%	-1.5%	8.2%
CC(=O)c1cnc(Nc2ccc(C)cc2)s1
 : 7.2%	-2.9%	-8.4%	10.8%	0.6%	i	-0.2%	1.4%	1.9%
Cc1cc(C)n(CCc2nc(-c3cc4ccccc4o3)cs2)n1
 : 9.8%	-1.9%	-0.8%	-9.3%	0.4%	.	1.6%	.	5.7%
O=C(COc1ccc(Cl)cc1)OCC(=O)N1CCCCCC1
 : -0.2%	-2.0%	1.9%	2.7%	-1.3%	i	3.1%	1.5%	-3.1%
COc1ccc2c(c1OC)C(=O)N1c3cccc(Cl)c3C(=O)OC21 (stereo unspecified)
 : 4.0%	-6.9%	-0.5%	-24.6%	0.2%	i	0.8%	0.0%	-4.5%
CNC(=O)C12CCC(C)(c3nc4cc(C)c(C)cc4nc31)C2(C)C (stereo unspecified)
 : 7.0%	-3.8%	-19.1%	13.6%	-0.3%	i	-3.5%	-0.1%	5.3%
Cc1ccc(N2CCN(C(=O)CNS(=O)(=O)c3ccc(Br)s3)CC2C)cc1 (stereo unspecified)
 : 12.8%	-5.6%	-8.1%	8.5%	0.9%	.	1.5%	.	9.1%

Ordered by SMILES length (descending): part of the list above.
Results follow in this order: P. falciparum M1AAP	XIAP antagonists	Salmonella PhoP GFP	P. falciparum M17LAP	CSM14.1 death rescue	Yfh1-depleted yeast	SIAH1 antagonists	West Nile virus CPE	human PMI inhibitors
Cc1ccc(CNc2ccc(N3C(=O)CC(C)C3=O)cc2[N+](=O)[O-])cc1 (stereo unspecified)
 : 8.6%	-10.9%	-4.5%	-2.8%	-1.3%	i	-0.1%	0.4%	-7.1%
Cc1ccc(N2CCN(C(=O)CNS(=O)(=O)c3ccc(Br)s3)CC2C)cc1 (stereo unspecified)
 : 12.8%	-5.6%	-8.1%	8.5%	0.9%	.	1.5%	.	9.1%
CNC(=O)C12CCC(C)(c3nc4cc(C)c(C)cc4nc31)C2(C)C (stereo unspecified)
 : 7.0%	-3.8%	-19.1%	13.6%	-0.3%	i	-3.5%	-0.1%	5.3%
COc1ccc2c(c1OC)C(=O)N1c3cccc(Cl)c3C(=O)OC21 (stereo unspecified)
 : 4.0%	-6.9%	-0.5%	-24.6%	0.2%	i	0.8%	0.0%	-4.5%
Cc1cc(C)n(CCc2nc(-c3cc4ccccc4o3)cs2)n1
 : 9.8%	-1.9%	-0.8%	-9.3%	0.4%	.	1.6%	.	5.7%
O=C(COc1ccc(Cl)cc1)OCC(=O)N1CCCCCC1
 : -0.2%	-2.0%	1.9%	2.7%	-1.3%	i	3.1%	1.5%	-3.1%

Continuation:
Results follow in this order: P. falciparum M1AAP	XIAP antagonists	Salmonella PhoP GFP	P. falciparum M17LAP	CSM14.1 death rescue	Yfh1-depleted yeast	SIAH1 antagonists	West Nile virus CPE	human PMI inhibitors
CCNC(=S)NNC(=O)C1CCN(Cc2ccccc2)CC1
 : 7.8%	-7.0%	5.6%	-5.9%	-0.3%	i	4.7%	1.5%	-9.8%
N/N=C1\CCCc2c1[nH]c1ccc([N+](=O)[O-])cc21
 : 3.6%	.	-9.5%	-0.1%	.	i	-3.8%	-0.2%	.
COc1ccccc1NC(=O)c1sc2nc(-c3ccco3)ccc2c1N
 : 8.9%	-8.4%	-8.3%	47.1%	4.0%	i	17.2%	0.6%	11.5%
CCCCSc1nc(O)cc(=O)n1CC
 : 9.3%	-1.9%	-9.2%	16.0%	2.2%	i	12.4%	0.6%	-0.8%
CCn1c(=O)c2cc(C(=O)NCc3cccs3)sc2c2ccccc21
 : 1.5%	2.2%	-10.7%	-3.2%	0.2%	i	4.7%	-0.3%	-1.8%
COc1ccc(C2c3[nH]c4ccccc4c3CCN2CCCn2cccn2)c(F)c1 (stereo unspecified)
 : 6.7%	.	-9.2%	-8.0%	.	i	0.3%	1.6%	.
O=C(NNc1ccc(Cl)cc1)c1cccs1
 : 4.9%	.	-9.7%	7.8%	.	i	2.0%	-1.0%	.
CC(C)(/C=N/O)N(O)C=C1C=CC(=O)C=C1
 : 14.2%	.	3.4%	7.4%	.	i	-3.5%	0.8%	.
CCCOc1ccc(-c2nn(-c3ccccc3)cc2/C=C2\SC(N)=NC2=O)cc1
 : -2.2%	-4.9%	12.7%	-5.8%	-1.7%	i	7.3%	0.4%	-2.1%
O=C(NCCC1=CCCCC1)C(=O)NCc1ccncc1
 : 4.8%	9.6%	0.6%	-4.0%	2.4%	i	-1.5%	-0.7%	11.9%
Cc1cccc(CCN2CCC(C(=O)c3ccc(NS(C)(=O)=O)cc3)CC2)n1
 : -1.5%	-3.9%	-6.7%&-11.2%	-3.1%	0.7%	i	4.7%	0.0%	-17.5%
S=C(NCCc1ccccc1)NN=C1CCCCCC1
 : -4.6%	-7.0%	3.5%	-8.5%	-2.4%	i	-4.3%	-1.1%	0.2%
O=C1c2ccccc2C(=O)N1CC#CCN1CCN(C(c2ccccc2)c2ccccc2)CC1
 : 8.4%	-6.2%	5.5%	4.9%	1.3%	i	1.7%	-0.3%	-8.6%
CCC(=O)Nc1ccc(NC(=O)CSc2nnnn2C(C)C)cc1
 : -0.8%	-1.4%	3.0%	2.9%	-0.7%	i	3.9%	0.3%	18.1%
Cc1ccc(C)c(NC(=O)CSc2n[nH]c(-c3ccncc3)n2)c1
 : 13.4%	-3.8%	0.5%	14.8%	.	i	-2.5%	-0.3%	4.4%
CCOC(=O)N1CCN(C(=O)CN(c2ccc(OCc3ccccc3)cc2)S(C)(=O)=O)CC1
 : -2.6%	2.1%	-1.3%	6.3%	-1.7%	i	2.2%	-0.5%	-6.8%
CC(=O)NC(CC(=O)Nc1nc(C)cs1)c1ccccc1 (stereo unspecified)
 : 3.1%	-1.7%	4.0%	-2.2%	-1.1%	i	-3.7%	0.1%	12.8%
COc1ccccc1C1=Nc2cccc3cccc(c23)N1
 : -4.1%	-3.4%	10.3%	4.4%	0.5%	i	53.0%	1.1%	46.9%
CC(=O)Nc1cc(C)c(S(C)(=O)=O)c(C)c1
 : -0.5%	-8.9%	6.1%	-10.2%	-0.1%	i	3.8%	0.0%	8.7%
CCn1cnc2cc(NCc3ccc(C)cc3)ccc21
 : 6.2%	-3.7%	3.0%	-0.2%	-1.4%	i	2.6%	-0.3%	41.2%
COc1ccc(Cc2nnc(SCC(=O)NCCc3ccccc3)o2)cc1
 : -0.5%	-5.9%	0.8%	14.1%	0.5%	i	-4.4%	0.0%	-8.8%
O=C(CN(CCO)c1ccccc1)Nc1ccc(Cl)c(S(=O)(=O)N2CCOCC2)c1
 : 3.0%	-1.1%	6.0%	-0.4%	0.8%	i	2.2%	-0.1%	7.5%
CCCn1c(=O)c(C(=O)NCc2ccncc2)c(O)c2ccccc21
 : 5.4%	3.6%	14.3%	9.6%	0.3%	i	8.4%	0.0%	-17.0%
Cc1cc(Cl)ccc1NC(=S)NCCCN1CCCC1=O
 : 14.2%	-5.4%	0.1%	33.3%	0.2%	i	4.9%	-0.3%	-7.9%
Cc1cc(C(=O)NCc2ccccc2Cl)n(-c2ccccc2)n1
 : 2.7%	.	-9.1%	6.8%	.	i	2.0%	0.0%	.
CCCn1c(SCC(=O)Nc2nc(C)c(C(=O)OC)s2)nnc1C(C)C
 : 9.1%	-2.5%	4.3%	15.9%	-2.0%	i	-1.4%	0.5%	-1.9%
O=C(CN1CCCCCC1)OCCN=C1NS(=O)(=O)c2ccccc21
 : 5.6%	-2.0%	5.3%	-1.7%	-2.5%	i	3.6%	0.3%	6.8%
CC(=O)c1sc(NS(=O)(=O)c2ccc(C)cc2)nc1C
 : 6.4%	-3.5%	-5.0%	10.9%	-1.4%	i	7.8%	0.4%	-9.2%
CCC(C)C(=O)Nc1nnc(-c2cccs2)s1 (stereo unspecified)
 : 7.1%	-1.3%	-5.1%	5.9%	-1.9%	i	-0.5%	-0.2%	-9.4%
Cc1ccc2c(c1)C1(SCCS1)C(=O)N2
 : 3.1%	-4.4%	5.3%	-5.3%	1.3%	i	-0.9%	-0.2%	10.4%
S=C(c1nc2ccccc2[nH]1)N1CCOCC1
 : 8.6%	-1.8%	-2.9%	16.7%	-0.6%	i	-2.0%	0.3%	-8.9%
CC(=O)N1CCC(=NNc2ccc(S(N)(=O)=O)cc2[N+](=O)[O-])CC1
 : 2.9%	.	6.5%	-1.6%	.	i	5.3%	0.3%	.
COC(=O)C1C(=O)c2c([nH]c(C(=O)OCCOC(C)C)c2C)CC1C (stereo unspecified)
 : 11.4%	-5.2%	-4.4%	12.2%	-5.8%	i	1.3%	-0.1%	8.9%
NC(=O)c1cc(C(=O)c2ccc(Cl)cc2Cl)c[nH]1
 : -2.9%	-2.6%	14.8%	-0.5%	-0.4%	i	5.7%	-0.8%	-1.9%
CN(C)/C=C1\N=C(c2ccc3c(c2)OCO3)OC1=O
 : 6.1%	-4.9%	0.9%	8.1%	4.1%	i	8.0%	0.1%	-8.6%
Cc1cc(C)c(NC(=O)C(C)OC(=O)c2cc(Br)c(Br)s2)c(C)c1 (stereo unspecified)
 : -1.4%	-3.8%	2.3%	15.3%	-2.8%	i	0.8%	-0.7%	-13.4%
CCCCc1nc(N2CCOCC2)c(C#N)c2c1CCCC2
 : 4.2%	-3.1%	5.7%	5.3%	0.3%	i	3.5%	0.3%	0.7%
CCOC(=O)N1CCC(N2CCCC(C(=O)c3cccc(OC)c3)C2)CC1 (stereo unspecified)
 : -1.7%	.	-4.1%	-1.4%	.	i	-5.0%	-1.0%	.
CCN(CC)C(=O)c1sc(NC(=O)C(C)C)c(C#N)c1C
 : 3.8%	-5.8%	-10.1%	6.2%	-1.4%	i	0.8%	0.0%	5.9%
Cc1ccnc(SCCn2c(N3CCC(C)CC3)nc3c2c(=O)[nH]c(=O)n3C)n1
 : -1.7%	-4.0%	4.1%	-6.4%	0.9%	i	1.8%	-0.3%	7.4%
O=c1c2ccccc2nnn1Cc1ccc(F)cc1
 : 7.2%	-13.6%	3.4%	7.0%	-1.4%	i	3.5%	0.6%	-8.2%

Bioassay records from PubChem BioAssay.
